Epigenetic reg – regulators of epigenetic silencing causing reporter derepression in mouse cells; murine LDR cells, GFP reporter derepression, 30 h; Potency, µM (top dose mostly 53.9 µM), for the others: top-dose GFP activation, most hits filed as activators; actives 0.2% (n = 280,000); note: potency is the fitted concentration of half-maximal effect; % of control where 0% means no effect; nearly all actives have a fitted effect of over 60% in size
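Reporter derepression read as number of fluorescent GFP-positive objects, 20-120 um in size, counted by laser-scanning cytometer. Mouse LDR line with an epigenetically silenced CMV-GFP locus; compound incubation 30 h, 37 C.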
CBFb-RUNX1 inh – inhibitors of human CBF-beta and RUNX1 interaction. Q01196+Q13951. Potency, µM (highest dose often 59.8 µM), for inactives: at the highest dose activity, negative = inhibition, hits mostly inhibitors. 230,000 tested, under 10 active. AlphaScreen CBFb-His/RUNX1-biotin binding, biochemical; note: % of control where 0% means no effect
Target sequence (Q01196 whole entry, looked up): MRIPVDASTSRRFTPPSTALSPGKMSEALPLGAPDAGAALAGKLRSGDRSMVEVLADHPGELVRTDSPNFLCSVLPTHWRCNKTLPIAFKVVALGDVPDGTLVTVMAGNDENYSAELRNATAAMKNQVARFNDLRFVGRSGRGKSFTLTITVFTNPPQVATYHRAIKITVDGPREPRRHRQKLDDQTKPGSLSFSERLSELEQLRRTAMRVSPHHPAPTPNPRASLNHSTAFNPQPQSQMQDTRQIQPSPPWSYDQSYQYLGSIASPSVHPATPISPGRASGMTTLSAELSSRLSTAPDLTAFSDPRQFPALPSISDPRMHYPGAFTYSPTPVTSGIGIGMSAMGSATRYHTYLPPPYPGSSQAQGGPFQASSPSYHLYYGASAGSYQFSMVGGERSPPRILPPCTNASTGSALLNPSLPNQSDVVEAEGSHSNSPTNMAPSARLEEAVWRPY
Target sequence (Q13951 whole entry, looked up): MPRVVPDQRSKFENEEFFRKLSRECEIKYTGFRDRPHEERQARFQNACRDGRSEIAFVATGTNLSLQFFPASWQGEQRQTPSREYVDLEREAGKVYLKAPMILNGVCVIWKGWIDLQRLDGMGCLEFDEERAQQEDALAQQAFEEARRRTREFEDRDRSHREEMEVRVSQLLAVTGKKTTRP
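Compounds were screened at multiple concentrations against a preformed CBF-beta(His)/RUNX1(biotin) complex (30 nM of each) for 15 min at room temperature, followed by 90 min with nickel and streptavidin beads and AlphaScreen reading.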
Lamin A splicing – modulators of lamin A splicing; actives 0.01% (n = 200,000); HeLa LMNA splicing GFP/RFP minigene ratio, 48 h; AID 1487; Potency, µM (highest dose often 46.1 µM), for inactives: top-dose ratio change, negative = inhibition, hits mostly inhibitors; active = well fitted inhibition curve with a large enough effect in the signal ratio, with a control signal flat, not every such curve was filed as active; inconclusive = small, poorly fitted or top-dose-only effect, or effect the other way, or a change in a side signal; the % refers to the signal ratio; note: potency is the fitted concentration of half-maximal effect; % is set by controls: 0 for no effect and ±100 for the full control effect
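S3 HeLa cells stably expressing lamin A-EGFP splicing minigene plus DsRed2, 600 cells/well, 48 h compound exposure at 37C. Laser-scanning cytometry; analysed as GFP (500-530 nm)/RFP (575-640 nm) total intensity ratio; 0.5% DMSO vehicle.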
IMPase Li cell – cell-permeable IMPase inhibitors with lithium potentiation; CHO-M1 cells, IP1 TR-FRET (IP-One), carbachol + lithium; Potency, µM (top dose mostly 59.4 µM), for inactives: at the top dose activity, negative = IMPase inhibition, usual class: inhibitors; actives 0.35% (n = 210,000); AID 1457;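 note: IP1 builds up when IMPase is blocked and the TR-FRET signal falls; potency is the fitted concentration of half-maximal effect; plate controls were basal vehicle for no effect and high inhibitor control for full effect; nearly all actives have a fitted effect of over 50% in size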
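Readout is a homogeneous TR-FRET IP1 immunoassay (Ex 320, Em 665 and 620), where raised cytosolic IP1 lowers signal. Cells were CHO-M1 treated 30 min at 37C with test compounds plus a little lithium; AC50 values came from Hill-equation fitting.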
Luc counter – blocks Kinase-Glo luciferase, a counter-screen artifact; Kinase-Glo luciferase, ATP luminescence, 8 min; actives 0.28% (n = 200,000); Potency, µM (titrated, usually from 38.3 µM), inactives show top-dose activity change, negative = inhibition, actives largely listed as inhibitors; note: potency is the fitted concentration of half-maximal effect; % is set by controls: 0 for no effect and ±100 for the full control effect; nearly all actives have a fitted effect of over 60% in size
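Light output from Kinase-Glo luciferase with luciferin and 10 uM ATP in 50 mM imidazole pH 7.2, KCl, MgCl2, Tween 20, BSA; compound pin-delivered, 8-min ambient incubation, then luminescence read.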
GLA spleen mod – inhibits or activates alpha-galactosidase in human spleen homogenate | Potency, µM (top dose mostly 80 µM), inactives show at the top dose activity change, negative = inhibition, hits mostly inhibitors | actives 0.008% (n = 240,000) | human spleen homogenate, 4MU-alpha-Gal fluorescence, 40 min;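 note: potency is the fitted concentration of half-maximal effect; 0% = enzyme with vehicle and -100% = no enzyme basal signal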
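Fluorogenic readout (Ex 365/Em 440 nm) of 4-methylumbelliferone released from 1 mM 4-MU-alpha-galactoside by spleen homogenate, 40 min at 37C, pH 5.0. Data normalized to no-enzyme and enzyme controls; Hill-equation AC50 from compound titrations.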
NPSR antagonist – antagonists of human neuropeptide S receptor cAMP signaling; Q6W5P4; CHO-NPSR cells, cAMP TR-FRET, antagonist mode; Potency, µM (series often up to 38.3 µM), for the others: top-dose activity change, negative = inhibition, usual class: inhibitors; actives 1% (n = 220,000); AID 1461; note: potency is the fitted concentration of half-maximal effect; % is set by controls: 0 for no effect and ±100 for the full control effect; nearly all actives have a fitted effect of over 50% in size; many of its hits are not listed in these tables
Target sequence (Q6W5P4 whole entry, looked up): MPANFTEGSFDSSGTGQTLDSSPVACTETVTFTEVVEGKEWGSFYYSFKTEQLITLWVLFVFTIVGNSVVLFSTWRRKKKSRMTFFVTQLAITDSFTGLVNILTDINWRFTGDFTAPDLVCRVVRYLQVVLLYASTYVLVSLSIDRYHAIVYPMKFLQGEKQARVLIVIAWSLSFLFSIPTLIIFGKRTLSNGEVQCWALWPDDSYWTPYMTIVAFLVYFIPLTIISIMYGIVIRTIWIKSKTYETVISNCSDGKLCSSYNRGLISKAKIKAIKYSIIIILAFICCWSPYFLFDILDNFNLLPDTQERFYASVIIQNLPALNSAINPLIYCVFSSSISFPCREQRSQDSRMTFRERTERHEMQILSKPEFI
Active calls of the source: *; ? = inconclusive; / = no result given; & = joins results of further samples; [ ] = remark or other dose. Unless noted, calls come from the whole dose curve; as a rule, active = well fitted curve in the direction sought with a large enough effect; inconclusive = small, poorly fitted or top-dose-only effect, or another doubt; inactive = no such curve, though single readings can be large; an effect the other way counts as inactive or inconclusive. Not all compounds are listed. The share of hits here may be higher or lower than overall.

| molecule | Epigenetic reg | CBFb-RUNX1 inh | Lamin A splicing | IMPase Li cell | Luc counter | GLA spleen mod | NPSR antagonist |
| --- | --- | --- | --- | --- | --- | --- | --- |
| Cc1ccccc1C(=O)/C(C#N)=N/Nc1c(C)n(C)n(-c2ccccc2)c1=O | 0.0% | / | ? | 12% | 0% | -11% | -39% |
| CCCCN1C(=S)SC(C)(C)C1/[N+]([O-])=C/c1cccnc1 (configuration not stated) | -0.9% | 2% | 2%[0.0737 µM] | -4%[38.3 µM] | 0% | 5% | -8%[46.1 µM] |
| COc1ccc(-n2ncc(Cl)c(Cl)c2=O)cc1 | -0.2% | 15% | / | -8% | 0% | -7% | -27% |
| Cc1ccc(N/C=C2\C(=O)C3(C)CCC2C3(C)C)cc1C (configuration not stated) | 5.2% | 0% | / | -1% | -1% | 1% | 1% |
| O=C(CSc1nc2sc3c(c2c(=O)[nH]1)CCCC3)NCCO | 0.0% | -6% | -10% | 11% | 0% | 22% | -2%[46.1 µM] |
| CC(=O)N1CCN(S(=O)(=O)c2ccc(F)c(Cl)c2)CC1 | 2.3% | 1% | -3%[46 µM] | -3% | -2% | -7% | 12% |
| Cn1c(=O)c2c(nc(CN3CCc4ccccc4C3)n2Cc2ccccc2)n(C)c1=O | 0.0% | -5% | -20% | 16% | 2% | -12% | -20% |
| Cc1cccc(NC(=O)CCSc2ccccc2)c1C | 1.1% | 11% | -13%[46 µM] | 4% | 0% | 0% | -2% |
| Cn1c(SCC(=O)Nc2ccc(Cl)cc2)nc(O)cc1=O | -1.0% | 12% | / | / | / | 1% | 5% |
| CN(Cc1cc(Br)cc(Br)c1N)C1CCCCC1 | 0.8% | ? | ? | 8% | -3% | 3% | / |
| OCCC1CN(Cc2cccc(-n3cccn3)c2)CCN1Cc1ccccc1 (configuration not stated) | 1.1% | 11% | -4%[46 µM] | 13% | -1% | -13% | -6% |
| CC12CN(NC(=O)c3ccc(Cl)cc3)C3(C#N)CC1CCC23C (configuration not stated) | 1.3% | 5% | 15%[46 µM] | 7% | 0% | 4% | -11% |
| O=C(Nc1cccc(Cl)c1)N1CCN(C/C=C/c2ccccc2)CC1 | 1.2% | -4% | ? | 21%[38.3 µM] | 1% | 4% | -19%[46.1 µM] |
| Cn1cc(C(=O)c2ccc(Cl)cc2Cl)cc1C(=O)N/N=C(\N)COc1ccc(F)cc1 | 1.0% | -10% | ? | 22%[38.3 µM] | -4% | 1% | -18%[46.1 µM] |
| Cc1ccc(C(=O)COC(=O)CCC(=O)Nc2cccc(Cl)c2)cc1[N+](=O)[O-] | -2.2% | 1% | 9% | 9%[38.3 µM] | -1% | 4% | 2%[46.1 µM] |
| CCOC(=O)CN1C(=O)C(O)(c2c(C)[nH]c3ccccc23)c2ccccc21 (configuration not stated) | 0.0% | -6% | -2% | 18%[38.3 µM] | 6% | -11% | -14%[46.1 µM] |
| CCC(C)NC(=O)c1ccccc1-c1ccccc1C(=O)NC(C)CC (configuration not stated) | -1.1% | -6% | / | 11% | -4% | -1% | 22% |
| Cn1nc(C(=O)NC2CCCc3ccccc32)ccc1=O (configuration not stated) | 0.0% | 16% | / | -2% | 3% | 10% | 6% |
| Cc1ccc(C(=O)C2=C(O)C(=O)N(CCN3CCOCC3)C2c2ccccn2)o1 (configuration not stated) | 4.0% | -2% | -9% | -2%[38.3 µM] | -1% | 6% | 9%[7.67 µM] |
| CCn1c(SCC(=O)N2CCc3ccccc32)nnc1-c1ccncc1 | 1.1% | 12% | 14% | 22%[38.3 µM] | -3% | -3% | -2%[46.1 µM] |
| c1ccc(-c2noc(CN3CCN(C(c4ccccc4)c4ccccc4)CC3)n2)cc1 | -1.1% | 6% | ? | 53%[activator][38.3 µM] | 1% | -6% | ? |
| CCCC/C=C/C(NC(=O)c1ccccc1)c1ccccc1 (configuration not stated) | 2.2% | 19% | / | 6% | -2% | -11% | / |
| CCCCc1nc(SCC(=O)Nc2ncccn2)n[nH]1 | -4.3% | -8% | 2% | -4%[38.3 µM] | -4% | 6% | -1%[46.1 µM] |
| Cc1ccc(NC(=O)CSc2nc(O)cc(=O)n2C)cc1 | -2.0% | -3% | 20% | -20%[38.3 µM] | 2% | -4% | -1%[46.1 µM] |
| Cc1nc(NC2=NCN(Cc3ccco3)CN2)nc2ccccc12 | -0.5% | 2% | ? | 16%[38.3 µM] | 0% | -2% | -11%[46.1 µM] |
| COc1ccc(C(CC(=O)N2CCCC(C)C2)c2c(O)cc(OC)cc2OC)cc1 (configuration not stated) | 2.5% | 5%&12% | / | / | / | -10%&-5% | 8% |
| Cc1ccccc1-c1nnc(SCCOc2ccc3c(C)cc(=O)oc3c2)o1 | 0.8% | 3% | 1% | 26%[38.3 µM] | -2% | 12% | -1%[46.1 µM] |
| CC(Sc1n[nH]c(N)n1)C(=O)Nc1ccccc1-c1ccccc1 (configuration not stated) | 2.6% | -6% | / | 0% | 0% | 0% | -5% |
| O=C(/C=C/c1ccccc1)NCCSCc1ccc(Cl)cc1 | -1.1% | 14% | -13% | 6% | 0% | -4% | -10% |
| COc1cc(SC)ccc1C(=O)N1CCN(Cc2ccccc2)CC1 | 1.0% | -8% | 8%[46 µM] | 18% | 1% | -4% | 0% |
| Nn1c(SCC(=O)N2CCCCCC2)nnc1-c1ccncc1 | 0.1% | 2% | 8% | 29%[38.3 µM] | -2% | -1% | 9%[46.1 µM] |
| Cc1ccc(C(C(=O)NC2CCCC2)N(C(=O)CCC(=O)Nc2cc(C)on2)c2ccccc2)cc1 (configuration not stated) | 0.0% | 0% | -9% | 0% | -1% | -7% | 13%[46.1 µM] |

New compounds follow
Under each structure – Epigenetic reg	CBFb-RUNX1 inh	Lamin A splicing	IMPase Li cell	Luc counter	GLA spleen mod	NPSR antagonist
O=C(CSc1n[nH]c(=O)[nH]c1=O)c1ccc([N+](=O)[O-])cc1
  -3.7%	5%	/	/	/	-4%	6%
Cc1nc(N[C@@H](Cc2c[nH]c3ccccc23)C(=O)O)c2oc3ccccc3c2n1
  4.0%	-6%	5%	11µM*	8%	-17%	-18%[46.1 µM]
Cc1ccc(Cn2c(SCCN3CCCCC3)nc3c2c(=O)n(C)c(=O)n3C)cc1
  -2.8%	0%	-8%	30%[38.3 µM]	2%	-24%	-27%[46.1 µM]
O=C(/C=C/c1ccccc1)NCC(=O)N/N=C/c1ccccc1[N+](=O)[O-]
  -0.1%	0%	/	-7%	6%	0%	0%
Cc1cccc([N+](=O)[O-])c1NC(=O)CN(Cc1ccccc1)Cc1ccccc1
  -0.9%	-11%	-6%	22%	2%	-3%	-55%
C[n+]1ccc(C(=O)NCCC[N+](C)(C)C)cc1/C=N/O
  0.1%	3%	-19%[46 µM]	11%	2%	-3%	5%
CCOc1ccc(/C=C\C(C)=N\O)cc1
  -2.2%	2%	4%	-4%[38.3 µM]	-28%	-13%	-3%[46.1 µM]
CCN(c1ccccc1)S(=O)(=O)c1ccc(Cl)c(NC(=O)CN2C(=O)NC3(CCCC3)C2=O)c1
  -2.2%	6%	/	/	/	-4%	-15%
Cc1cc(C)nc(SCCn2c(N3CCCCC3)nc3c2c(=O)n(C)c(=O)n3C)n1
  -0.2%	6%	-3%	27%[38.3 µM]	0%	8%	-6%[46.1 µM]
COc1ccc2[nH]c(C)c(C(=O)CN3CCN(C(=O)c4ccco4)CC3)c2c1
  -1.0%	3%	-4%	/	/	0%	-21%[46.1 µM]
CC(C)N(Cc1nc(-c2ccc(Cl)cc2)no1)C(=O)C12CC3CC(CC(C3)C1)C2
  -1.1%	3%	2%	18%[38.3 µM]	5%	-3%	-9%[46.1 µM]
Oc1[nH]c2ccc(Br)cc2c1N=NC(=S)Nc1ccc(F)cc1
  9.4%	-24%	/	/	/	-9%	-28%
CC(CCc1ccccc1)NC(=S)NC1CCCCC1 (configuration not stated)
  -0.1%	9%	-30%[46 µM]	16%	5%	2%	-5%
COc1ccc(CC2(CO)CCN(Cc3cnn(-c4ccccc4OC)c3)CC2)cc1
  -5.7%	7%	/	/	/	4%	8%
Cc1ccc(CNC(=O)CCNC(=O)Cn2ccc3ccccc3c2=O)o1
  1.0%	-3%	14%	-22%[38.3 µM]	-2%	-8%	-7%[46.1 µM]
O=c1[nH][nH]c(=O)c2cc(N3CCCC3)ccc12
  -1.0%	-2%	-2%	/	/	2%	-13%[46.1 µM]
CCCCc1n[nH]c2c1/C(=N/O)CC(c1ccccc1)C2 (configuration not stated)
  -0.9%	0%	?	1%[38.3 µM]	-3%	-9%	-29%[46.1 µM]
O=C(COc1ccccc1)NCC(=O)N/N=C/c1ccccc1
  1.0%	8%	-3%	-2%	0%	1%	7%
COc1ccc(C(=O)N2CCCc3ccccc32)cc1
  0.0%	6%	15%	20%[38.3 µM]	-1%	3%	-10%[46.1 µM]
CCNS(=O)(=O)c1ccc(C)c(-n2cnnn2)c1C
  1.0%	0%	-4%	-2%	-1%	-7%	-4%[46.1 µM]
CC(C)OC(=O)CSc1nnc(CNc2cccc(Cl)c2)n1C
  -0.8%	-4%	-1%	4%	2%	-7%	25%[46.1 µM]
CCc1nnc(NC(=O)[C@@H](NC(=O)c2cccc(C)c2)C(C)C)s1
  0.0%	2%	-10%	/	/	-5%	3%[46.1 µM]
CCC(C)(C)NC(=O)C(c1ccncc1)N(C(=O)c1sc(C)nc1C)c1ccc(F)cc1 (configuration not stated)
  -2.6%	5%	12%[46 µM]	3%	3%	-4%	3%

Full records from above. Order of values: Epigenetic reg | CBFb-RUNX1 inh | Lamin A splicing | IMPase Li cell | Luc counter | GLA spleen mod | NPSR antagonist
Shown for `O=C(/C=C/c1ccccc1)NCC(=O)N/N=C/c1ccccc1[N+](=O)[O-]` : -0.1% | 0% | / | -7% | 6% | 0% | 0%
Shown for `CC(CCc1ccccc1)NC(=S)NC1CCCCC1` (configuration not stated) : -0.1% | 9% | -30%[46 µM] | 16% | 5% | 2% | -5%
Shown for `CCc1nnc(NC(=O)[C@@H](NC(=O)c2cccc(C)c2)C(C)C)s1` : 0.0% | 2% | -10% | / | / | -5% | 3%[46.1 µM]
Shown for `O=c1[nH][nH]c(=O)c2cc(N3CCCC3)ccc12` : -1.0% | -2% | -2% | / | / | 2% | -13%[46.1 µM]
